Screening data as filed in PubChem BioAssay.
GAA850 FXN act: FXN promoter activators, primary screen, cell-based, luciferase luminescence, HEK293 lucGAA850; HEK293 lucGAA850 FXN promoter luciferase reporter, 24 h; percent of 10 µM SAHA response; activation, % at 6 µM; 360,000 tested, 0.56% active;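 active = activation above the average of all compounds screened plus 3 SD, cutoff fixed separately per campaign, cut at about 7.5% in these data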;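 also: 0% = DMSO wells and 100% = 10 µM SAHA wells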
DAX1 inh: DAX1 (NR0B1) inhibitors, primary screen, cell-based, HEK293, Gal4-DAX1, luciferase luminescence; Nuclear receptor subfamily 0 group B member 1 (Homo sapiens), P51843; HEK293 Gal4-DAX1 luciferase reporter; inhibition, % at 6.75 µM; 340,000 tested, 0.99% active;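 active = inhibition above the mean over all tested compounds plus 3 SD, cut at about 4.2% in these data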;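 also: 0% = DAX1-transfected cells with DMSO and 100% = empty-vector control cells with DMSO; inhibition shows as a rise in luminescence from relieved DAX1 repression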
Target sequence (P51843 207-470 limits assumed): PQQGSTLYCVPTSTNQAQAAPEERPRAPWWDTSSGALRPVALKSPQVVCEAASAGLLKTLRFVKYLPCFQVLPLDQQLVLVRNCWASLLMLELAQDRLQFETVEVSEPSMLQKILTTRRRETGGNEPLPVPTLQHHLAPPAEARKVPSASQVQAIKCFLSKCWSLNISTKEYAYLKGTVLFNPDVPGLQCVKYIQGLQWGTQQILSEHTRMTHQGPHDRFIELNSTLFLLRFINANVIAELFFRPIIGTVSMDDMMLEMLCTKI
Active calls of the source: *. The list is partial; count on the stated rates, not on these rows.

The line under a structure holds: GAA850 FXN act	DAX1 inh
Oc1c(Cl)cc(Cl)cc1C1=NNC(c2ccc(Cl)cc2)C1 (stereo not drawn)
    2.3	0.7
COC(=O)c1cn(Cc2cc(OC)ccc2OC)cc(F)c1=O
    -1.4	-0.5
CC(C)C[C@H]1CN=C(Nc2ccccc2)N1CCc1cccc(F)c1
    -1.2	-0.3
O=C(NC1CCCCC1)c1cc2nc(-c3ccco3)cc(C(F)(F)F)n2n1
    -3.5	0.9
CCCCCCCCCCOC(=O)Cn1c(COc2cccc(OC)c2)[n+](C)c2ccccc21
    1.6	-1.6
O=S(=O)(Nc1cccc(Oc2ccc(Cl)cc2)n1)c1ccc(F)cc1
    1.0	-0.1
O=C(Cn1ncc2c([nH]c3ccccc32)c1=O)Nc1ccc(CN2CCCCC2)cc1
    1.1	0.1
O=C(O)C1CC=CCC1C(=O)NCCc1cccc(Cl)c1 (stereo not drawn)
    -1.3	0.7
NS(=O)(=O)c1ccc2nc(NC(=O)c3ccc4ncsc4c3)sc2c1
    -1.5	-0.8
C=CCNC(=O)c1ccc(NC(=O)C2=CSCCO2)cc1
    3.0	1.2
C#CCOCCOCCOCCNc1nc(N2CCN(C(=O)CCCCCCCCCCNC(=O)[C@H](CCCCN)n3cc(C[C@@H](C)CC)nn3)CC2)nc(N2CCN(C(=O)CCCCCCCCCCNC(=O)[C@H](CCCN=C(N)N)n3cc(C[C@@H](C)CC)nn3)CC2)n1
    -0.5	-1.6
CCCCC1=CC2=C(c3ccco3)C(=O)C(C)(OC(=O)c3ccc(OC)cc3)C(=O)C2=CN1Cc1ccco1 (stereo not drawn)
    -1.2	1.0
O=C(O)c1ccc(-n2c(-c3ccc(Br)cc3)n[nH]c2=S)cc1
    -1.2	3.0
CN(C)c1ccc(NC(=O)CSCc2nc3c(nnn3Cc3ccc(F)cc3)c(=O)[nH]2)cc1
    -1.0	0.1
CCOC(=O)C1CCCN(C(=O)c2cc3cc4ccc(OC)cc4nc3o2)C1 (stereo not drawn)
    1.7	-0.2
CC[n+]1ccc2cc(OC)c(OC)cc2c1Cc1ccc(OC)c(OC)c1
    2.2	0.1
Cc1ncc(CO)c2c1Oc1nc(-c3ccccc3F)nc(SCC(=O)N(C)c3ccccc3)c1C2
    -8.4	-1.8
CC(=O)c1cccc(NC(=O)Cn2cnc(S(=O)(=O)N3CCOCC3)c2)c1
    -0.1	0.2
COc1ccc2c(c1)O[C@H](c1ccc3c(c1)OCO3)[C@@H](O)C2=O
    4.4	1.6
COc1cc(/C=C/C(=O)O)cc(OC)c1
    1.4	2.4
COc1ccc(OCC(=O)Nc2ccccc2O)cc1
    2.1	2.6
O=[N+]([O-])c1ccc(S(=O)(=O)c2cccc(C(F)(F)F)c2)nc1
    14*	-1.5
Nc1c(C(=O)NC2CCCC2)c2nc3ccccc3nc2n1/N=C/c1ccco1
    -1.0	1.9
Cc1cc(=O)n(CC(=O)NCCN2CCOCC2)c2c1c(C)nn2-c1ccccc1
    -0.3	-0.2
CCCCN(C)C(=O)c1cn(C)c2ccc(S(=O)(=O)N3CCC(C)CC3)cc2c1=O
    -0.6	1.0
C[C@@]12C(=O)Nc3cc(F)c(F)cc3C(=O)N1[C@H]1c3cc(Cl)ccc3OC[C@@H]1[C@@H]2c1ccccc1
    -8.2	-0.2
COc1ccc(CCn2c(C)cc(C(=O)COC(=O)c3ccc(NC(=O)CC#N)cc3)c2C)cc1
    -1.6	-0.7
CCn1c(/N=C/c2ccccc2NS(=O)(=O)c2ccc(C)cc2)nc2ccccc21
    -5.2	-3.1
O=C(CSc1nc2nn(-c3ccccc3)c(=O)c-2c2n1CCCCC2)c1ccc(O)c(O)c1
    2.4	-0.3
C#CCOCCOCCOCCNc1nc(N2CCN(C(=O)[C@H]([C@@H](C)CC)n3cc([C@@H](N)CO)nn3)CC2)nc(N2CCN(C(=O)[C@H]([C@@H](C)CC)n3cc([C@@H](N)Cc4ccc(O)cc4)nn3)CC2)n1
    0.8	-1.1
CCN1C(=O)c2cccc3c(S(=O)(=O)Nc4ccccc4)ccc1c23
    4.2	3.0
Cc1nn(-c2ccccc2)c2c1C(c1cccs1)C(C#N)=C(N)O2 (stereo not drawn)
    3.1	-1.1
Cc1ccc(CNc2ccc3c(c2)OCO3)cc1
    2.0	0.9
CN(Cc1c(C(=O)N/N=C/c2cccc(O)c2)nnn1-c1nonc1N)c1ccccc1
    1.7	-0.2
Cc1cn(-c2cc(NC(=O)c3ccc(C)c(NC(=O)c4cccc(-c5cn[nH]c(=O)c5)c4)c3)cc(C(F)(F)F)c2)cn1
    1.1	0.8
O=C(Nc1ccc(C(=O)N2CCC(N3CCCC3)CC2)cc1)c1ccc(Br)o1
    0.4	0.8
CC(=O)c1nccs1
    0.8	-0.1
CC(C)[C@H](CN1CCC[C@H]1CN1C(N)=NC[C@H]1C(C)C)N1C[C@@H](Cc2ccccc2)N(CCCC2CCCC2)C1=N
    -1.1	-0.3
COc1ccc(/C=N/NC(=O)c2cc[n+]([O-])cc2)cc1OC
    -0.2	1.6
Cc1cc(C(c2nnnn2Cc2ccccc2)N2CCOCC2)c(C)n1-c1ccc2c(c1)OCO2 (stereo not drawn)
    -1.6	-0.3
O=C(NCc1ccco1)/C(=C\c1cccnc1)NC(=O)c1ccccc1F
    1.3	1.2
CCCC1=NN2C(=N)/C(=C\c3ccc(SCc4ccco4)o3)C(=O)N=C2S1
    0.6	-0.1
CCc1cc(=O)oc2c3c(cc(OCC(=O)NCc4ccco4)c12)OC(C)(C)CC3
    -0.1	1.9
COC(=O)c1scc(C)c1NC(=O)c1cccc(C#N)c1
    0.0	2.0
CC1CN(CC(=O)Nc2ccc(S(N)(=O)=O)cc2)CC(C)O1 (stereo not drawn)
    1.3	0.5
O=C(CC1Oc2ccccc2NC1=O)NCCCN1CCN(Cc2ccccc2)CC1 (stereo not drawn)
    0.7	1.3
CCN(c1ccccc1)S(=O)(=O)c1ccc(NC(=O)c2nc(S(C)(=O)=O)ncc2Cl)cc1
    -4.3	-3.5
CNC[C@@H]1Oc2ccc(NS(=O)(=O)c3ccc(OC)cc3)cc2CC(=O)N([C@H](C)CO)C[C@@H]1C
    0.6	0.2
Cc1ccc(S(=O)(=O)NCc2c(Cl)cccc2Oc2ccccc2)cc1
    0.6	1.7
CCn1c(C)cc(C(=O)COC(=O)c2ccccc2[N+](=O)[O-])c1C
    -13	-4.2
O=C(C1CCCN(S(=O)(=O)c2cnc[nH]2)C1)N1CC(=O)N(CCc2ccccc2)C(=O)C1 (stereo not drawn)
    0.6	3.5
O=C1C=CC(=Nc2cccc3c2C(=O)c2ccccc2-3)O1
    -0.6	-0.1
CC[C@H](C)[C@H](NC(=O)[C@H](Cc1ccc(O)cc1)NC(=O)[C@@H](N)C(C)C)C(=O)N[C@@H](Cc1cnc[nH]1)C(=O)N1CCC[C@H]1C(=O)N[C@@H](Cc1ccccc1)C(=O)O
    -1.0	1.7
COC(=O)CCCC1=CC2=CC(=O)C(C)(OC(=O)CCc3ccccc3)C(=O)C2=CO1 (stereo not drawn)
    2.2	-0.2
COc1cccc(-c2nn(C)c3sc(C(=O)N4CCN(c5ccccn5)CC4)cc23)c1
    -3.3	-2.2
COc1cc2oc(=O)cc(-c3ccc(-c4ccc(C(F)(F)F)cc4)cc3)c2c(OC)c1OC
    -0.6	-0.7
CSc1ccc(S(=O)(=O)NCCCOC(C)C)cc1
    1.1	0.1
CCOC(=O)c1sc2nc(CN3CCCCC3)nc(Cl)c2c1C
    3.0	-0.4
COc1ccc(NC(=O)CSc2nc(N)c(C(=O)Nc3ccc(N(C)C)cc3)s2)cc1
    1.4	-0.4
CC(C)(C)OC(=O)NCc1ccc(CNC(=O)c2[nH]cnc2C(=O)NC2CCN(C(=O)OC(C)(C)C)CC2)cc1
    -2.1	-3.3

Going on with the list:
| Molecule | GAA850 FXN act | DAX1 inh |
| --- | --- | --- |
| O=C(NC1CCCCC1)Nn1c(-c2ccccc2)nc2ccccc2c1=O | 1.1 | 1.4 |
| COc1ccc(C=NNc2ccc(S(=O)(=O)Nc3ccccc3C(=O)O)cc2[N+](=O)[O-])c(OC)c1 | 2.4 | 1.4 |
| COc1ccc(NC(=O)NC2CCCCCCC2)c(OC)c1 | -0.1 | -0.1 |
| COC(=O)c1ccc(NC(=O)CSCc2ccccc2)cc1 | 2.7 | 0.8 |
| CC(C)C[C@H](NC(=O)c1nc[nH]c1C(=O)N[C@@H](CCCCN)C(=O)OC(C)(C)C)C(=O)OC(C)(C)C | -0.5 | 0.1 |
| CCOC(=O)[C@H]1[C@H]2COc3cc(OC)ccc3[C@@H]2N2C(=O)N(c3ccc(Cl)cc3)C(=O)[C@@]12C | -1.1 | 2.1 |
| COc1cc(C2C(C(=O)c3ccc(C)o3)=C(O)C(=O)N2CCCn2ccnc2)cc(OC)c1OC (stereo not drawn) | -0.4 | 0.8 |
| COc1ccc(-c2ccc3c(c2)S(=O)(=O)c2cccc(C(=O)NCc4cc(C)oc4C(F)(F)F)c2C3=O)cc1OC | 0.8 | 1.2 |
| COc1ccc(-n2cnc3cc(NC(=O)c4ccco4)ccc32)cc1 | 0.8 | 0.0 |
| COC(=O)c1ccc(C(=O)OC)c(NC(=O)c2cccnc2)c1 | 1.4 | -0.2 |
| CCc1ccc(OCC(=O)N/N=C2\CC(=O)c3ccccc32)cc1 | 0.4 | 0.1 |
| O=C(CC1Nc2ccccc2NC1=O)Nc1ccccc1 (stereo not drawn) | 4.7 | -0.7 |
| CCOc1ccccc1N=Nc1c(C)[nH]n(-c2ccccc2)c1=O | 1.7 | 0.1 |
| CCN1CCN(c2ccc(S(=O)(=O)N3CCCCC3)cc2NC(=O)COc2cc(C)ccc2Cl)CC1 | -0.8 | 0.2 |
| COc1ccc(C)cc1NC(=O)c1ccc(-c2ccc(C(C)=O)cc2)o1 | 0.1 | 0.4 |
| COC(=O)Cn1cnc2c(oc3ccccc32)c1=O | 1.8 | 0.8 |
| CCOC(=O)c1cc2c(=O)c3cc(C)ccc3oc2nc1C | 5.2 | 1.6 |
| C/C=C\C=C\C(=O)N1CC2(CC(c3cccc(NC(=O)CC(c4ccccc4)c4ccccc4)c3)=NO2)C[C@H]1C(N)=O (stereo partly drawn) | -0.8 | 0.5 |
| COCCCn1c(Cc2csc(Nc3ccc(F)cc3)n2)nnc1SCC(N)=O | -0.5 | 1.6 |
| C#CCOCCOCCOCCNc1nc(N2CCOCC2)nc(N2CCN(C(=O)[C@H](Cc3cc4ccccc4[nH]3)n3cc([C@@H](N)CC(C)C)nn3)CC2)n1 | 0.6 | -1.0 |
| Cc1onc(C(=O)NC2CCCCC2)c1[N+](=O)[O-] | 0.7 | 0.3 |
| Cn1nnnc1SCC1=C(C(=O)O)N2C(=O)[C@@H](NC(=O)[C@H](O)c3ccccc3)[C@H]2SC1 | 0.2 | -0.5 |
| CCCc1cc(C(=O)Nc2ccc(C(=O)c3ccc(F)cc3)cc2)n(C)n1 | 0.1 | -0.8 |
| CNC(=S)N(CCc1ccc(OC)c(OC)c1)C1CC(=O)N(c2ccccc2)C1=O (stereo not drawn) | 5.7 | 5.0* |
| CCOC(=O)Cn1cnc2c(nnn2-c2ccccc2)c1=O | 0.4 | 1.4 |
| CC(C(=O)Nc1ccccc1)c1ccc(-c2ccccc2)c(F)c1 (stereo not drawn) | -2.9 | 0.1 |
| CC(C)(C)OC(=O)NCc1ccc(NC(=O)c2nc[nH]c2C(=O)NCCCNC(=O)c2[nH]cnc2C(=O)Nc2ccc(CNC(=O)OC(C)(C)C)cc2)cc1 | -2.2 | -0.5 |
| COC(=O)C(C(C)=O)C1=C/C(=N\S(=O)(=O)c2ccc(C)cc2)c2ccccc2C1=O (stereo not drawn) | -0.7 | -0.2 |
| CCOC(=O)c1c(NC(=S)Nc2ccccc2)sc2c1CCCCC2 | -0.7 | -0.2 |
| CCN(CC)S(=O)(=O)c1ccc2oc(C(=O)N3CCc4ccccc4C3)c(C)c2c1 | 1.3 | -2.0 |

Arranged by value in GAA850 FXN act (smallest number first): some entries from above.
| Molecule | GAA850 FXN act | DAX1 inh |
| --- | --- | --- |
| CCCc1cc(C(=O)Nc2ccc(C(=O)c3ccc(F)cc3)cc2)n(C)n1 | 0.1 | -0.8 |
| CCOC(=O)c1cc2c(=O)c3cc(C)ccc3oc2nc1C | 5.2 | 1.6 |
| CNC(=S)N(CCc1ccc(OC)c(OC)c1)C1CC(=O)N(c2ccccc2)C1=O (stereo not drawn) | 5.7 | 5.0* |

The list goes on.
| Molecule | GAA850 FXN act | DAX1 inh |
| --- | --- | --- |
| CC(C)(CC(=O)O)CC(=O)N1CCN(c2nc3cc(Cl)ccc3s2)CC1 | 4.1 | 0.8 |
| COc1ccc(S(=O)(=O)Nc2ccc(Cc3ccncc3)cc2)cc1C | -1.1 | -0.3 |
| CCCCn1c(CN2CCN(c3ccccc3)CC2)nc2c1c(=O)n(C)c(=O)n2C | -2.1 | -2.1 |
| COc1cccc(-c2sc3ccc(OC)cc3c2-c2ccc(OCCN3CCCCC3)cc2)c1 | 2.4 | -0.5 |
| CCOc1ccc(N(CC(=O)NCc2ccc(C)cc2)S(=O)(=O)c2c(C)[nH]c(=O)[nH]c2=O)cc1 | 0.8 | 2.4 |
| CC(C)CCN(C)C1CCN(S(=O)(=O)c2cccc(C(F)(F)F)c2)CC1 | 0.9 | 0.7 |
| COC(=O)c1c(NC(=O)c2cccnc2)sc(C)c1C | 3.4 | -0.2 |
| O=S(=O)(Nc1ccc2cn[nH]c2c1)c1ccc(Cl)cc1 | -1.5 | -0.1 |
| Nc1c(C(=O)NC2CC2)sc2nc3c(c(-c4ccco4)c12)CC/C3=C/c1ccco1 | -0.5 | 0.1 |
| CC(=O)Nc1ccc(S(=O)(=O)Nc2ccc3c(c2)OCCO3)cc1 | -2.2 | -0.9 |

By substructure: those above with bromine
| Molecule | GAA850 FXN act | DAX1 inh |
| --- | --- | --- |
| O=C(O)c1ccc(-n2c(-c3ccc(Br)cc3)n[nH]c2=S)cc1 | -1.2 | 3.0 |
| O=C(Nc1ccc(C(=O)N2CCC(N3CCCC3)CC2)cc1)c1ccc(Br)o1 | 0.4 | 0.8 |
